Screening data deposited in PubChem by National Center for Advancing Translational Sciences (NCATS).
TDP-43 yeast inh – rescues yeast growth from TDP-43 toxicity | Potency, µM (highest dose often 46.1 µM), for inactives: at the highest dose growth rescue (activation), most hits filed as activators | TDP-43 expressing yeast growth rescue, BacTiter-Glo, 24 h | 410,000 tested, 1.8% active; note: potency is the fitted concentration of half-maximal effect; % of control where 0% means no effect; nearly all actives have a fitted effect of over 50% in size
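Yeast expressing TDP-43 (pregrown in raffinose, seeded at OD600=0.02 in galactose medium) exposed to compounds 24 hr at 30 deg C. Growth read by BacTiter-Glo luminescence; rescue of toxicity appears as increased signal.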
DRD3 antagonist – antagonists of human D3 dopamine receptor; P35462; D3R cells, DiscoveRx beta-arrestin luminescence, antagonist mode; active compounds read low; max response, negative = inhibition, %; 360,000 tested, 2.5% active; AID 652054; in the data active = max response below about -50%; inconclusive = no clear call, values can overlap the other calls; note: % is set by controls: 0 for no effect and ±100 for the full control effect; mostly tested at two doses, the higher about 12 µM
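Cells expressing the human receptor were seeded at 1500 cells/well, incubated overnight at 37 degrees C in 5% CO2, then exposed to library compounds with dopamine controls for 90 minutes at 37 degrees C before luminescent detection.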
PTHR1 ag – PTHR1 (human) receptor agonism; HEK293 GP2 PTHR1 cells, GloSensor cAMP luminescence, 1 h; Q03431; Potency, µM (highest dose often 115 µM), for inactives: at the highest dose activation, actives largely listed as activators; 410,000 tested, 0.075% active; note: potency is the fitted concentration of half-maximal effect; nearly all actives have a fitted effect of over 55% in size; some results filed as inactive show a strong effect at the top dose; inactives centre near -15; many of its hits are not listed in these tables
Target sequence (Q03431 whole entry, looked up): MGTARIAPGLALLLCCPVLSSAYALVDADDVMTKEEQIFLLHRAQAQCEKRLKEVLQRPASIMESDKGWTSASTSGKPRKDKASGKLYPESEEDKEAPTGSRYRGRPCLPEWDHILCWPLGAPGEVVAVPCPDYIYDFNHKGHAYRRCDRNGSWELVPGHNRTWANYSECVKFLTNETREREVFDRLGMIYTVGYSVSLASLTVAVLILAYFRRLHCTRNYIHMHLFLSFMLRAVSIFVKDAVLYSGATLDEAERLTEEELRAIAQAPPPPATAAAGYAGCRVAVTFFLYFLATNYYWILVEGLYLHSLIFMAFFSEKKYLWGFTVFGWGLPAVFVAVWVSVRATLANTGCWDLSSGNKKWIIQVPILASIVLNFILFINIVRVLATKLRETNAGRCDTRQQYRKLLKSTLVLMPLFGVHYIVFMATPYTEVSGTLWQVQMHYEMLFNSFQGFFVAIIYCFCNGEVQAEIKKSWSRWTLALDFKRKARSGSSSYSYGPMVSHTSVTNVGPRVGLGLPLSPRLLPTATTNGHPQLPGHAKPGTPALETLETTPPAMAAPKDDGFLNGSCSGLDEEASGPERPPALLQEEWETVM
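HEK-293-derived GP2 cells expressing PTHR1 and a GloSensor cAMP reporter, 3,000/well, plated overnight, given luciferin plus IBMX (each 0.5 mM as added) for 1 h at 37 °C, then compound for 1 h at 37 °C. Luminescence was read after 15 min at room temperature.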
DRD3 agonist – D3 dopamine receptor (human) agonism. P35462. AID 652048. 410,000 tested, 0.58% active. max activation, %. D3R DiscoveRx beta-arrestin cells, luminescence, 90 min; in the data active = max activation above about 30%; note: 0% is about no effect; mostly tested at two doses, the higher about 12 µM
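Cells at 1500/well, incubated overnight, then treated with pinned compounds (dopamine as control) for 90 min at 37 degrees C. DiscoveRx reagent added for 30 - 60 minutes at room temperature; luminescence read.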
GLP1R ag – activates the human GLP-1 receptor; P43220; HEK293 GLP-1R CRE-luciferase, luminescence, 4-6 h; cells express a hypersensitive GLP-1R form; Potency, µM (series often up to 45.6 µM), inactives show top-dose activation, usual class: activators; 380,000 tested, 0.007% active; note: potency is the fitted concentration of half-maximal effect; % of control where 0% means no effect
Target sequence (P43220 whole entry, looked up): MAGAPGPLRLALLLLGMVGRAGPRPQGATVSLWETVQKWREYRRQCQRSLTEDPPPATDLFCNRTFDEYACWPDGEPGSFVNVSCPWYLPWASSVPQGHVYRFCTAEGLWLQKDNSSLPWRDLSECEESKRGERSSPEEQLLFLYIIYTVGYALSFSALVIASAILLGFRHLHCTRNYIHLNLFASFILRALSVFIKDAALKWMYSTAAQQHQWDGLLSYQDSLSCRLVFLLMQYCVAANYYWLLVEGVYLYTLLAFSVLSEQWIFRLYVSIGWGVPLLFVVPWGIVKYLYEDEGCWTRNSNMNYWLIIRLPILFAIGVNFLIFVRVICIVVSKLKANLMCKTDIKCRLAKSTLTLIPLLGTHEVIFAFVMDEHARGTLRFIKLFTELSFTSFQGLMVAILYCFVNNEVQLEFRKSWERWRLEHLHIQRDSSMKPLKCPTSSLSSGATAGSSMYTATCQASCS
aSyn yeast inh – inhibitors of alpha-synuclein toxicity in yeast; Potency, µM (highest dose often 46.1 µM), for the others: at the highest dose growth rescue (activation), most hits filed as activators; AID 652106; 370,000 tested, 0.14% active; Yeast expressing alpha-synuclein, growth rescue, BacTiter-Glo, 24 h; note: potency is the fitted concentration of half-maximal effect; % of control where 0% means no effect; nearly all actives have a fitted effect of over 65% in size
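Rescue of yeast growth: cells expressing toxic alpha-synuclein, induced in galactose at OD600 0.02, incubated with compound 24 h at 30 C. ATP luminescence quantified growth; inhibitors of toxicity appear as activators.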
GLP1R inv ag – acts as inverse agonist at human GLP-1 receptor. AID 624417. 410,000 tested, 1.6% active. Potency, µM (doses to about 38.3 µM), inactives show at the highest dose activity change, negative = inhibition, usual class: inhibitors. HEK293 GLP-1R CRE-luciferase, luminescence, 24 h; GLP-1R form is constitutively active. P43220; note: potency is the fitted concentration of half-maximal effect; % is set by controls: 0 for no effect and ±100 for the full control effect; nearly all actives have a fitted effect of over 55% in size
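qHTS in 1536-well format: reporter HEK293 cells expressing constitutive GLP-1R activity in DMEM + 10% Nu serum, 24 hr with compounds at 37 deg C, luminescence read after 12 min with detection reagent.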
KB-V1 MDR tox – kills drug-selected multidrug resistant KB-V1 cells. AID 1347076. Potency, µM (series often up to 46.1 µM), for the others: at the top dose activity change, negative = cytotoxicity, actives largely listed as cytotoxic. 400,000 tested, 3.4% active. KB-V1 MDR cells viability, CellTiter-Glo, 72 h; note: potency is the fitted concentration of half-maximal effect; % is set by controls: 0 for no effect and ±100 for the full control effect; nearly all actives have a fitted effect of over 60% in size
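Following 72 h at 37 degrees C with compound, KB-V1 cell viability was read by CellTiter-Glo luminescence, medium being phenol-red-free DMEM plus 10% FBS; concentration-response parameters came from normalized, curve-fitted qHTS data.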
HEK293 tox – cytotoxicity counter-screen for GLP-1 receptor inverse agonists. HEK293 cAMP-luciferase reporter cells, luminescence, 24 h. Potency, µM (highest dose often 38.3 µM), inactives show at the highest dose activity change, negative = inhibition, actives largely listed as inhibitors. 410,000 tested, 0.13% active. AID 624418;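 note: loss of luciferase light is scored as toxicity; potency is the fitted concentration of half-maximal effect; % is set by controls: 0 for no effect and ±100 for the full control effect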
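Quantitative HTS format, 1536 wells, 200 cells/uL seeded. Compounds: 23 nL, 24 h, 37 °C. Detection: luciferase reagent, luminescence at 12 min RT; decreased signal taken as cytotoxic.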
* = called active by the depositor; i = inactive; u = inconclusive; x = no result given; & = joins results of further samples; ! = a repeat was not active; [ ] = another dose, or the depositor's remark. Unless noted, calls come from the whole dose curve; as a rule, active = well fitted curve in the direction sought with a large enough effect; inconclusive = small, poorly fitted or top-dose-only effect, or another doubt; inactive = no such curve, though single readings can be large; an effect the other way counts as inactive or inconclusive.

SMILES | TDP-43 yeast inh | DRD3 antagonist | PTHR1 ag | DRD3 agonist | GLP1R ag | aSyn yeast inh | GLP1R inv ag | KB-V1 MDR tox | HEK293 tox
CCC(=NCCN1CCOCC1)c1c(O)n(-c2ccccc2C)c(=O)[nH]c1=O | 20.4% | -17.8 | -6.1%[57.5 µM] | 0.3 | -7.4% | 1.6% | 0.8% | 2.3% | -9.4%
CCCCC(=O)N/N=C/c1c(O)n(-c2cccc3ccccc23)c(=O)[nH]c1=O | 14.4% | -15.9 | i | -16.0 | -2.4% | 0.3% | 9.4% | -17.1% | 1.2%
COc1ccc(C2SCC(=O)Nc3c2c(=O)[nH]n3C2CCCCC2)cc1 (configuration not stated) | 4.0% | 2.6 | i | -1.0 | -10.9% | -3.4% | -0.2% | -0.8% | 11.1%
COC(=O)C1=C(c2ccc(OC(F)(F)F)cc2)C[C@@H]2CC[C@H]1N2C(=O)NCc1cccc2ccccc12 | u | -13.3 | -8.8% | -7.0 | 0.9% | 14.3% | 7.94µM* | -22.9% | 0.9%
CC(C)c1ccc(NC(=O)CN2C(=O)CN=C(c3ccccc3)c3ccccc32)cc1 | 11.8% | x | -8.6% | 6.0 | x | x | -38.9% | 19.2% | 2.7%
C=CCn1c(C)c(C=C2C(=O)NC(=O)NC2=O)c2ccccc21 | 12.3% | 69.3 | -22.1% | -5.4 | -1.8% | 1.9% | -18.8% | 3.7% | 0.5%
COc1ccc(CN2Cc3cc(N4CCOCC4)ccc3-n3nncc3C2)cc1 | 0.0% | 13.1 | -23.4% | 5.4 | 13.8% | -2.6% | 24.6% | 6.7% | 2.3%
Cc1ccc(NC(=O)CN(C)C(=O)Cn2ncc(Cl)c(Cl)c2=O)cc1 | 5.8% | -19.8 | -24.0% | -7.5 | -29.8% | 1.0% | u | u | u
CCC(Oc1cc(Cl)ccc1Cl)C(=O)N1CCC2(CC1)OCCO2 (configuration not stated) | 10.6% | 1.7 | -16.5% | -3.7 | 0.9% | 15.8% | u | -9.3% | 5.1%
COc1ccc(C(=O)Oc2cccc3cccnc23)cc1S(=O)(=O)N1CCOCC1 | -93.0%[inhibitor] | -14.8 | i | -11.4 | -0.6% | 6.6% | u | 2.0% | u
Cc1ccc(/C=N/Nc2nncn2N)cc1 | -13.4% | -11.1 | i | -10.4 | -11.8% | -14.5% | u | -18.6% | u
CCCCc1nn2c(=O)cc(COC(=O)Cc3ccccc3)nc2s1 | 24.8% | x | -10.3% | -6.2 | x | x | -1.8% | u | 3.3%
Cc1ccc(-n2c(O)c(C=Nc3ccc(S(N)(=O)=O)cc3)c(=O)[nH]c2=O)cc1 | -9.4%[9.22 µM] | 2.8 | -1.4% | 17.5 | -0.7% | 3.7% | 26.9% | 22.2% | 3.8%
CC(=O)N1CCN(CCS(=O)(=O)c2cc(Cl)ccc2Cl)CC1 | u | 16.8 | -15.9% | 2.6 | 2.3% | -6.3% | 21.2% | -1.2% | u
CC1[C@H]2Cc3ccc(O)cc3[C@]1(C)CCN2C (some centres not stated) | 13.4% | 10.4 | -0.5% | 15.9 | -5.0% | -3.7% | -23.4% | 5.6% | -2.9%
COc1cccc(N2C(=O)NC(=O)/C(=C\c3cn(C)c4ccccc34)C2=O)c1 | -2.4% | 19.5 | -13.9% | -4.4 | -1.2% | -0.3% | 9.4% | 0.0% | 11.5%
O=C(O)c1cccc2nc3ccccc3nc12 | u | -1.9 | -24.8% | 8.9 | -0.3% | -73.8%[inhibitor] | 5.3% | 14.3% | 0.5%
O=C(Nc1ccccc1)c1cccn(Cc2ccccc2)c1=O | -8.4% | 4.0 | -25.1% | 16.8 | 1.3% | -1.9% | -24.4% | u | 6.3%
CCn1c(NN=O)nc2ccccc21 | -10.2% | -20.1 | u | -10.5 | 0.7% | 3.4% | u | 10.9% | u
OC(CNC1CCCCC1)C(F)(F)F (configuration not stated) | 2.4% | 15.0 | i | 1.3 | -2.5% | 2.7% | 20.1% | 0.0% | -14.4%
CCOC(=O)c1c(NC(=O)CSc2nnc(CNc3ccc(OC)cc3)n2C)sc(C)c1C | 10.2% | 26.5 | -7.2%[57.5 µM] | -0.5 | -1.7% | -10.0% | u | 0.0% | u
c1ccc(CN2COC3CCCCCC32)cc1 (configuration not stated) | 15.3% | 9.0 | i | -2.5 | 3.1% | -1.6% | 25.6% | 2.8% | -3.0%
CCCCn1c(=O)c(C(=O)Nc2cnccn2)c(O)c2ccccc21 | -51.7%[inhibitor] | -3.7 | -8.6%[57.5 µM] | 7.6 | -8.9% | 11.9% | -23.2% | u | -0.4%
CC(=O)c1ccc(OC(C)C)c(Cc2c(O)[nH]c(=S)[nH]c2=O)c1 | 0.0% | -3.0 | -5.3% | -5.6 | -1.1% | 2.3% | 18.1% | -11.4% | 7.9%
CCOC(=O)[C@@H]1[C@H]2COc3ccc(Br)cc3[C@H]2N2C(=O)N(c3cccc(C)c3)C(=O)[C@]12C | 23.8% | 0.0 | -23.2% | -3.8 | -3.7% | 3.6% | 2.5% | -3.0% | -13.9%
New compounds follow.
SMILES | TDP-43 yeast inh | DRD3 antagonist | PTHR1 ag | DRD3 agonist | GLP1R ag | aSyn yeast inh | GLP1R inv ag | KB-V1 MDR tox | HEK293 tox
c1ccc2c(c1)CSc1ccccc1N2 | 20µM* | 12.6 | i | -12.6 | 2.1% | -5.3% | u | 26.7% | 0.0%
Cc1cc(OCC(=O)O)c2c3c(c(=O)oc2c1)CCCC3 | -8.5% | 5.8 | -40.2%[inhibitor][57.5 µM] | -0.8 | -0.7% | -1.7% | 9.6% | 14.2% | 10.8%
CC(C)(C)NC(=O)Cn1cc(C(=O)c2ccccc2F)c2ccccc21 | 7.4% | 10.5 | -32.3% | 1.9 | -7.3% | 5.9% | -33.5% | -11.9% | -14.5%
O=[N+]([O-])c1ccccc1CN1CC=C(c2ccc(F)cc2)CC1 | -9.2% | -68.2* | -56.6%[inhibitor] | -17.5 | 0.9% | -2.2% | u | -0.1% | 2.8%
CC(Cc1ccccc1)[n+]1cc(/N=C(\[O-])Nc2ccccc2)on1 (configuration not stated) | 4.5% | -54.1* | -6.5%[57.5 µM] | 0.7 | 0.6% | 4.8% | 48.3%[activator] | -26.9% | 18.9%
O=C(c1ccc2nsnc2c1)N1CCN(c2ccc([N+](=O)[O-])cc2)CC1 | u | -9.8 | -52.7%[inhibitor] | 2.9 | -2.1% | 7.6% | -24.9% | -6.3% | u
Cc1ccsc1C(=O)C1CCCN(Cc2cc(C(C)C)n[nH]2)C1 (configuration not stated) | -4.5% | -80.8* | i | -26.3 | 6.7% | 1.2% | -12.4% | u | 7.0%
COc1ccc(CCNC(=O)C(=O)NCC2OCCN2S(=O)(=O)c2ccc(Cl)cc2)cc1 (configuration not stated) | 24.6% | 11.7 | -53.2%[inhibitor] | 0.9 | 7.4% | 7.8% | -12.3% | -15.4% | 0.1%
CCC(COC(=O)NC)NC(=O)Oc1ccccc1 (configuration not stated) | 12.1% | -2.7 | -15.0%[57.5 µM] | 1.2 | 30.5% | -1.4% | -3.1% | 10.9% | -5.9%
Cc1ccc(CC(=O)N2CCN(Cc3ccccc3)CC2)cc1 | 3.1% | -3.0 | -6.2% | 2.8 | 19.5% | 6.0% | 7.2% | 23.7% | 4.2%
COc1ccc(C(=O)C2CN(C)CC2C(=O)c2ccc(OC)cc2)cc1 (configuration not stated) | -6.0% | -1.2 | -2.7% | -13.2 | 1.1% | 1.8% | u | -24.9% | 67.0%[activator]
Cn1c(NN=O)nc2ccccc21 | u | 1.2 | -6.0% | 1.4 | 12.7% | 5.8% | 4.47µM* | -11.0% | u
O=c1oc2ccccc2c2c1nc(C(F)(F)F)n2-c1ccccc1 | 1.8% | 19.1 | i | 4.6 | 0.7% | 4.7% | 30.4%[activator] | 23.3% | 2.1%
Cc1cccc(-n2c(/C=C/c3ccccc3O)nc3ccccc3c2=O)c1 | 18.4% | x | -26.4% | 3.5 | x | x | u | x | 8.2%
COc1cc2c(ccc3c4cc(OC)c(OC)cc4c[n+](C)c23)cc1O | 11.2µM* | 2.6 | i | -5.3 | 1.2% | 6.8% | 18.7% | 0.1% | u
CCOc1cc(OCC)cc(C(=O)Nc2cccc(-c3nc4ccccc4[nH]3)c2)c1 | 13.8% | x | -15.9% | -0.3 | x | x | u | u | u
CCN1CCN(c2cc(C)c3cc(NC(=O)c4ccc(OC)c(OC)c4)ccc3n2)CC1 | 15.1%&15.3% | -22.3 | i | -14.6&-3.4 | 20.2% | 1.6% | -1.0%&9.6% | 4.11µM*! | u
O=C(CN1C(=O)C2(OCCO2)c2ccccc21)c1ccc(Cl)cc1 | 0.0% | -22.0 | i | 2.7 | -8.8% | 3.7% | 40.2%[activator] | 20.6µM* | 1.4%
O=C(Cc1ccccc1)Oc1ccc(N2C(=O)CCC2=O)cc1 | -12.5% | -17.8 | -4.2%[57.5 µM] | 1.5 | -1.6% | 0.6% | 3.6% | 19.9% | -18.2%
CCOc1ccc(N2C(=O)NC(=O)/C(=C/c3cnc(SC)nc3)C2=O)cc1 | -6.1% | -17.4 | -26.8% | -7.6 | -1.0% | 2.9% | 12.7% | -2.7% | 1.5%

A second format for part of the listing above.
Structure,TDP-43 yeast inh,DRD3 antagonist,PTHR1 ag,DRD3 agonist,GLP1R ag,aSyn yeast inh,GLP1R inv ag,KB-V1 MDR tox,HEK293 tox
CCCCC(=O)N/N=C/c1c(O)n(-c2cccc3ccccc23)c(=O)[nH]c1=O,14.4%,-15.9,i,-16.0,-2.4%,0.3%,9.4%,-17.1%,1.2%
COc1ccc(C2SCC(=O)Nc3c2c(=O)[nH]n3C2CCCCC2)cc1 (configuration not stated),4.0%,2.6,i,-1.0,-10.9%,-3.4%,-0.2%,-0.8%,11.1%

Not all compounds are listed; the hit share may differ from the screen's.
